# p53 reactivator: qHTS assay for re-activators of p53 using a Luc reporter; hit rate 0.063% among 320,000; AID 504706, 2011; Potency, µM (series often up to 92.2 µM), for inactives: top-dose activity change, positive = activation, actives largely listed as activators; H1299 p53-A138V BP100-luciferase reporter, luminescence, 24 h; note: potency is the fitted concentration of half-maximal effect; % of control where 0% means no effect; nearly all actives have a fitted effect of over 45% in size
#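 H1299 (p53-null), stable ts p53-A138V + BP100-Luc; 1000 cells/well, Opti-MEM/10% FBS; cpd 4 pt, 1:5; 24 h, 37 deg C, 5% CO2; detection reagent 10 min RT; luminescence.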
# a7 integrin act: qHTS for Activators of Integrin-Mediated Alleviation for Muscular Dystrophy; Potency, µM (series often up to 38.3 µM), inactives show at the top dose activation, hits mostly activators; alpha7betagal myoblasts, beta-gal FDG fluorescence, 48 h; hit rate 0.064% among 350,000;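 note: potency is the fitted concentration of half-maximal effect; 100% = response of the positive control SU9516; nearly all actives have a fitted effect of over 60% in size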
#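 Alpha7betagal+/- myoblasts (passage 13) were plated 16-24 hr, then exposed to compounds (1:260 dilution of DMSO stock) for 48 hours at 37C. After MPER lysis, β-galactosidase reporter activity was read as FDG fluorescence (ex 480/em 540) after 30 minutes.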
# ELG1 genotox: qHTS screen for small molecules that induce genotoxicity in human embryonic kidney (HEK293T) cells expressing luciferase-tagged ELG1 | HEK293T ELG1-luciferase reporter, luminescence, 16 h | Potency, µM (highest dose often 46 µM), for inactives: at the highest dose activity change, positive = activation, actives largely listed as activators | hit rate 1.3% among 330,000 | AID 504466, 2011; note: potency is the fitted concentration of half-maximal effect; % of control where 0% means no effect; nearly all actives have a fitted effect of over 60% in size
#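 Step 1: seed 2,000 HEK293T ELG1-luciferase cells per well. Step 2: add compound or DMSO, incubate 16 hr at 37 °C. Step 3: ONE-Glo, 30 min at room temperature, read luminescence.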
# USP2a inh: qHTS Assay for Inhibitors of Ubiquitin-specific Protease USP2a Using CHOP2 as the Reporter; Ubiquitin carboxyl-terminal hydrolase 2 (Homo sapiens), O75604; USP2 core, Ub-CHOP2 coupled fluorogenic reporter, 485/531; Potency, µM (titrated, usually from 38.3 µM), for the others: at the highest dose activity change, negative = inhibition, most hits filed as inhibitors; hit rate 0.01% among 330,000; AID 463254, 2010;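 note: potency is the fitted concentration of half-maximal effect; plate controls were DMSO wells for no effect and full inhibition by NEM control for full effect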
#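 Deubiquitinase activity read as fluorescence (485/531 nm) after Ub-CHOP2 cleavage activates the enterokinase reporter on its substrate; USP2 core 10nM, Ub-CHOP2 and substrate 25nM each, 30min compound preincubation then 60min RT; data normalized to NEM, curves fitted.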
# uPA generation: qHTS for Inhibitors of Cell Surface uPA Generation. Potency, µM (series often up to 38.3 µM), without a hit: at the highest dose activity change, negative = inhibition, most hits filed as inhibitors. cell surface uPA generation assay, qHTS. AID 540303, 2011. hit rate 0.31% among 330,000; active = well fitted inhibition curve with a large enough effect; inconclusive = small, poorly fitted or top-dose-only effect; inactive = no such curve, though single readings can be large or run the other way; tested in mouse RAW 264.7 cells; note: potency is the fitted concentration of half-maximal effect; % is set by controls: 0 for no effect and ±100 for the full control effect; nearly all actives have a fitted effect of over 55% in size
# TRPV1 ag: HTS Assay for Compounds that Act as Agonists of the Vanilloid Receptor 1; Transient receptor potential cation channel subfamily V member 1 (Homo sapiens), Q8NER1; TRPV1-expressing cells, Fluo-8 calcium influx, agonist mode; activation, % at 8.33 µM; hit rate 0.19% among 320,000; AID 540275, 2011; in the data active = activation above about 80%; inconclusive = between about 30% and that limit; note: 0% is about no effect
#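 Fluo-8 calcium influx in TRPV1-expressing cells, kinetic read (ex 480/em 520 nm). Compound added and read 3 min for agonist activity, followed by capsaicin at EC20 final and 2 min further read for enhancement.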
# BRCA1 expr up: qHTS Assay to Identify Small Molecule Activators of BRCA1 Expression; hit rate 1.1% among 380,000; MCF7-BRCA1-FFLuc reporter, luminescence, 48 h; response scale: scaled: vehicle 0%, 10 µM genistein 100%; Potency, µM (doses to about 46.1 µM), for the others: at the highest dose activation, hits mostly activators; note: potency is the fitted concentration of half-maximal effect; nearly all actives have a fitted effect of over 80% in size; some results filed as inactive show a strong effect at the top dose
#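 MCF7-BRCA1-FFLuc, 2000 cells/well; 2 h attach, 37 °C/5% CO2; compound 48 h; luciferase substrate 15 min; luminescence end-point. Norm. to genistein 10 microM max activation and DMSO; concentration-response curves fitted.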
# PTAP TSG101 blk: qHTS Assay for Iinhibitors of HIV-1 Budding by Blocking the Interaction of PTAP/TSG101 | Tumor susceptibility gene 101 protein (Homo sapiens), Q99816 | Fluorescence polarization, FITC-PTAP peptide / Tsg101 binding | Potency, µM (titrated, usually from 115 µM), for the others: at the top dose activity change, negative = inhibition, most hits filed as inhibitors | 340,000 tested, under 10 active | AID 493005, 2010; active = well fitted inhibition curve with a large enough effect in the main read-out, with a control signal flat, not every such curve was filed as active; inconclusive = small, poorly fitted or top-dose-only effect, or effect the other way, or a change in a side signal; inactive = no such curve, though single readings can be large or run the other way; note: potency is the fitted concentration of half-maximal effect; % of control where 0% means no effect
# Target sequence (Q99816 whole entry, looked up): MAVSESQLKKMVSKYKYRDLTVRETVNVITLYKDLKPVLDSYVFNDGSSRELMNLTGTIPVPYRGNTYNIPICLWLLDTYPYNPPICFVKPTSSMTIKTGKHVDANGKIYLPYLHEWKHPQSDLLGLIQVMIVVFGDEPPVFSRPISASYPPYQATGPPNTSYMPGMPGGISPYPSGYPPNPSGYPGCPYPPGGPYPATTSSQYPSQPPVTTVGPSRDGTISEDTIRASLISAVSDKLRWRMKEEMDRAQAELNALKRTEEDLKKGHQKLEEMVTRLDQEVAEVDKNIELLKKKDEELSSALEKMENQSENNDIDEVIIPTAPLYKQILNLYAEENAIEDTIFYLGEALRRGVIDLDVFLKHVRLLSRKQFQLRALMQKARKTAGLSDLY
#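 Tsg101 binding domain (10 uM final) was mixed with compound and a FITC-labeled PTAP peptide (50 nM final) in HEPES pH 7.5 buffer with NaCl, Tween 20, EDTA and TCEP; fluorescence polarization was read after 20 min at r.t.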
# B2AR arrestin: qHTS assay of beta-arrestin-biased ligands of beta2-adrenergic receptor. Beta-2 adrenergic receptor (Homo sapiens), P07550. beta-arrestin recruitment to beta2AR, cell-based reporter. Potency, µM (series often up to 46.1 µM), for the others: top-dose activation, actives largely listed as activators. hit rate 0.02% among 330,000. AID 492947, 2010;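 note: potency is the fitted concentration of half-maximal effect; 0% = DMSO controls and full agonism = EC100 isoproterenol or metaproterenol; nearly all actives have a fitted effect of over 65% in size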
# Eya2 phos inh: qHTS Assay for Inhibitors of the Phosphatase Activity of Eya2 | recombinant Eya2, OMFP fluorescence dephosphorylation (OMFP is methylfluorescein phosphate) | Potency, µM (titrated, usually from 76.9 µM), for inactives: at the top dose activity, negative = inhibition, most hits filed as inhibitors | hit rate 0.006% among 330,000 | Protein phosphatase EYA2 (Homo sapiens), O00167; note: potency is the fitted concentration of half-maximal effect; % is set by controls: 0 for no effect and ±100 for the full control effect
#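 Eya2 (0.2 uM) preincubated 10 min at ambient with compound, then OMFP substrate added at 50 uM; 10 min reaction in 50 mM HEPES pH 7.5, 50 mM NaCl, 5 uM MgCl2, 0.05% BSA, 1 mM DTT. Fluorescence read at Ex 485/Em 525 nm.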
# ASM inhibitor: Inhibitors of Secretory Acid Sphingomyelinase (S-ASM): qHTS. placental ASM, HMU-PC fluorogenic substrate, 60 min. Potency, µM (top dose mostly 57.5 µM), for inactives: top-dose activity change, negative = inhibition, actives largely listed as inhibitors. hit rate 0.006% among 340,000. AID 504937, 2011; note: potency is the fitted concentration of half-maximal effect
# Target sequence (P17405 47-631 limits assumed): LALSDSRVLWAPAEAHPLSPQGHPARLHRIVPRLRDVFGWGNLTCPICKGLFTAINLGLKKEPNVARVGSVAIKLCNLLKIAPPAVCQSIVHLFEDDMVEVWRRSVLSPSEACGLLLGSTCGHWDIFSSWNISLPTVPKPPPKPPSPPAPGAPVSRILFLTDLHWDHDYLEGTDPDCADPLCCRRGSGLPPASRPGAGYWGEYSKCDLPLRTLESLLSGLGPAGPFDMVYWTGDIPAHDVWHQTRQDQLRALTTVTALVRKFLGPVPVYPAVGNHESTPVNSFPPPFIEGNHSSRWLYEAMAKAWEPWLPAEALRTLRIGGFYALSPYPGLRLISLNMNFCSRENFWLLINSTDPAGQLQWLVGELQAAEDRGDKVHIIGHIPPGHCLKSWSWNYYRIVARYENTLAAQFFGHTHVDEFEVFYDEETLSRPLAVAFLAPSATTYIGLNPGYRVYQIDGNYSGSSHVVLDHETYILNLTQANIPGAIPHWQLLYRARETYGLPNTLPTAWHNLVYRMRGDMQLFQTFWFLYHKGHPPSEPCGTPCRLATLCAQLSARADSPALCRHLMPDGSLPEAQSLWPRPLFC
#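 Human placenta-derived ASM enzyme was preincubated with compound for 10 minutes at room temperature, then given fluorogenic substrate HMU-PC0 (9 uM final) for 60 minutes at 37 °C; a pH 10 stop preceded fluorescence reading at Ex 386/Em 447 nm.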
# * = called active by the depositor; i = inactive; ? = inconclusive; / = not tested or not shown; & = joins results of further samples; [ ] = another dose, or the depositor's remark. Unless noted, calls come from the whole dose curve; as a rule, active = well fitted curve in the direction sought with a large enough effect; inconclusive = small, poorly fitted or top-dose-only effect, or another doubt; inactive = no such curve, though single readings can be large; an effect the other way counts as inactive or inconclusive.
# Every second line gives: PTAP TSG101 blk	uPA generation	B2AR arrestin	a7 integrin act	ASM inhibitor	Eya2 phos inh	p53 reactivator	USP2a inh	BRCA1 expr up	ELG1 genotox	TRPV1 ag
1: N#CC1=C(N)Oc2cc(N)ccc2C1c1ccccc1F (configuration not stated)
 : -3%	-10%	-1.4%	-15%	51%	-13%	1%	5%	-57%	0%	4
2: COc1ccc(N(CC(=O)N2CCN(c3ccccc3F)CC2)S(=O)(=O)c2c(C)noc2C)cc1
 : -3%	2%	-0.3%	18%	-2%	5%	3%	2%	-5%&65%	-5%	-2
3: COC(=O)c1ccccc1NC(=O)c1nc2nc(C)cc(C)n2n1
 : 0%	3%	-0.1%	18%	-3%	-3%	0%	2%	-1%	-2%	-1
4: O=C(CNC(=O)c1ccccc1)N/N=C/c1ccc([N+](=O)[O-])o1
 : -3%	?	0.4%	-42%	-1%	-1%	15%	-6%	-70%	-8%	-1
5: Cc1ccc(NC(=O)Cc2nnc(SCC(=O)Nc3ccccc3)n2C)cc1
 : 5%	3%	-0.8%	-12%	3%	-2%	0%	2%	11%	0%	-7
6: O=C(Nc1ccccc1)c1ccccc1Oc1ccc(C(F)(F)F)cc1[N+](=O)[O-]
 : -3%	9%	-0.4%	8%	-9%	-9%	9%	1%	-7%	-1%	8
7: CCSc1nnc(-c2cc3c(s2)-c2ccccc2CC3)o1
 : 2%	5%	-0.1%	-6%	i	19%	-2%	0%	-6%	13%	13
8: Cc1[nH]n(-c2ccc([N+](=O)[O-])cc2)c(=O)c1C=NCCN1CCN(C(=O)C(C)C)CC1
 : -3%	?	0.1%	-25%	-5%	3%	-2%	13%	30%	-4%	-4
9: CCN(CC)Cc1ccccc1Sc1ccccc1
 : 0%	1%	-0.4%	-16%	1%	-2%	-3%	2%	0%	0%	0
10: CCc1ccc(OCC(=O)NCCN(C)C)c(Br)c1
 : -2%	4%	0.2%	-1%	1%	1%	-5%	5%	39%	2%	-1
11: COc1c(N2CCN(C(=S)NCc3ccccc3)C(C)C2)c(F)cc2c(=O)c(C(=O)O)cn(C3CC3)c12 (configuration not stated)
 : -1%	-9%	0.1%	-35%	14%	12%	1%	5%	-14%	-12%	1
12: CC1C(=O)CCC1(C(=O)O)c1ccccc1 (configuration not stated)
 : -1%	0%	-1.1%	27%	-1%	-9%	-6%	2%	44%	-1%	3
13: Cc1cccc(C)c1OCC(=O)Nc1ccccc1C(=O)N1CCOCC1
 : -4%	0%	0.4%	21%	4%	-2%	-3%	-2%	-17%	2%	0
14: Cn1c2ccccc2c(=O)c2cc(C#CC3=CCCCC3)ccc21
 : 0%	6.3µM*	6.9%	2%	i	-8%	?	0%	-7%	?	3
15: Cc1ccc(S(=O)(=O)N[C@H](C(=O)OCC(=O)NC(=O)c2cccn2C)C(C)C)cc1
 : -4%	-4%	/	19%	4%	/	/	/	-9%	/	/
16: CC(=O)N1Cc2ccccc2CC1C(=O)O (configuration not stated)
 : 1%	-2%	0.3%	-11%	2%	1%	-4%	3%	18%	-1%	-4
17: COCCSc1nnc(NC(=O)c2cc(C(=O)OC)cc([N+](=O)[O-])c2)s1
 : -1%	7%	-0.1%	-6%	-4%	6%	-2%	3%	-8%	-8%	-1
18: CCCOc1ccc(N2C(=O)CC(SC(=NC)Nc3ccc(F)cc3)C2=O)cc1 (configuration not stated)
 : -5%	4%	0.4%	13%	0%	23%	-2%	-1%	0%	0%	-1
19: S=C(NCCc1ccccc1)N1CCN(C23CC4CC(CC(C4)C2)C3)CC1
 : -4%	0%	-0.5%	-25%	3%	3%	8%	1%	-35%	-1%	7
20: CC12CC3CC(C)(C1)CC(C(=O)N1CCN(C(=O)C4CCCO4)CC1)(C3)C2 (configuration not stated)
 : /	2%	0.0%	12%	-2%	7%	/	0%	-24%	1%	21
21: CCc1cc(C(=O)N2CCCC(C(=O)c3ccc(C(F)(F)F)cc3)C2)n(C)n1 (configuration not stated)
 : 0%	-16%	0.1%	3%	-1%	5%	9%	0%	-18%	0%	5
22: Cc1ccc(S(=O)(=O)N(C)CCCC(=O)Nc2cccc3ccccc23)cc1
 : 1%	-2%	-0.4%	0%	-6%	-2%	-4%	-1%	3%	-7%	-2
23: CCCCCCCN1C(N(C)C)=NC[C@@H]1Cc1ccccc1
 : 0%	?	0.5%	-40%[inhibitor]	0%	-20%	-1%	0%	-22%	-8%	0
24: Cc1ccc(-n2ccc(=O)c(C(=O)O)n2)cc1
 : -5%	-3%	0.2%	-5%	-8%	-10%	-2%	1%	76%	0%	-1
25: COc1ccc([C@H]2C=C(C(=O)O)O[C@@H](OCCCCO)C2)cc1
 : 0%	-12%	-0.8%	19%	4%	-7%	2%	1%	-10%	2%	-1
26: CC12CCCC(C(C#N)C(N)=O)(C1)NC(=O)C2C#N (configuration not stated)
 : -1%	-5%	/	14%	3%	/	/	/	3%	/	/
27: Nn1c(SCC(=O)Nc2nccs2)nnc1-c1ccccn1
 : -4%	0%	-0.2%	-14%	4%	5%	2%	2%	0%	-4%	0
28: COc1ccc(-n2nc(C(=O)NCC(=O)N3CCN(Cc4ccccc4)CC3)c3ccccc3c2=O)c(OC)c1
 : 3%	3%	0.1%	-6%	-1%	-9%	3%	1%	-15%	1%	9
29: CCNCc1cc(Cl)cc(OC)c1OC(C)C
 : -1%	6%	0.3%	3%	0%	-4%	-4%	5%	-8%	1%	2
30: CCCCc1[nH]nc2c1C1(C(=O)N(CC)c3ccccc31)C(C#N)=C(N)O2 (configuration not stated)
 : -3%	-3%	0.0%	-18%	-2%	15%	-4%	0%	-10%	0%	1
31: O=C(O)C1CC1(c1ccccc1)c1ccccc1 (configuration not stated)
 : -6%	-11%	-1.3%	-6%	2%	14%	/	0%	-13%	0%	-4
32: O=C(NCCCN1CCOCC1)C1CC(=O)N(c2ccccc2)C1 (configuration not stated)
 : 0%	4%	0.0%	7%	-1%[11.5 µM]	-13%	3%	0%	-16%	1%	-6
33: COc1ccc(C(=O)Nc2cc(-c3ccc(C)cc3)no2)cc1
 : -3%	10%	0.0%	-68%[inhibitor]	-5%	-6%	2%	-1%	107%	8%	?
34: CC(C)c1cccc(C(C)C)c1NC(=O)c1ccccc1
 : 0%	-9%	0.0%	-10%	0%	1%	-3%	4%	-9%	3%	-1
35: Cc1ccc2oc(=O)n(CCC(=O)Nc3ccc(N4CCOCC4)cc3)c2c1
 : -2%	1%	3.1%	8%	/	-1%	-8%	2%	0%	1%	1
36: O=C(CCCSc1nc2ccccc2[nH]1)Nc1nnc(-c2ccccc2)o1
 : -4%	-2%	-0.9%	-8%[7.66 µM]	3%	-7%	3%	1%	6%	-4%	3
37: C/C(=N\N=C\c1ccc(N(C)C)cc1)c1cccc([N+](=O)[O-])c1
 : -4%	8%	0.4%	1%	1%	-7%	?	1%	?	?	3
38: CC(=O)NS(=O)(=O)c1ccc(NC(=O)/C=C/c2ccc(C)o2)cc1
 : 1%	2%	-0.8%	15%	-5%	10%	3%	1%	16%	-1%	2
39: O=C(COc1cccc(Cl)c1)Nc1ccc2c(c1)CCC2
 : -3%	0%	-2.3%	23%	-6%	-8%	?	-3%	27%	3%	-2
40: O=C(Cc1ccccc1F)Nc1ccc2c(c1)CCC2
 : -2%	-1%	0.6%	-17%	20%	-5%	?	0%	?	15µM*	?
41: COc1ccc(NC(=O)CN2CCc3ccccc3C2)cc1OC
 : 0%	7%	-0.2%	-22%	-3%	?	-3%	2%	3%	-2%	23
42: O=C(Nc1ccc(N2CCN(C(=O)c3ccccc3)CC2)cc1)c1ccc2c(c1)OCO2
 : -1%	2%	-0.2%	3%	2%	-1%	7%	1%	-49%	-11%	21
43: Cc1cc(C)c(C)c(OCCCOc2cccc3cccnc23)c1
 : -5%	-2%	0.1%	-31%	2%	-18%	3%	1%	-46%	1%	10

# From PubChem BioAssay

# This is a random part of the collection; about 2.6% have a hit in one of these screens.
